POLI inh: inhibitors of human DNA polymerase iota | Q9UNA4 | Pol iota fluorescent replication assay, 10 min | Potency, µM (highest dose often 115 µM), for inactives: top-dose activity, negative = inhibition, actives largely listed as inhibitors | 390,000 compounds, 1% hits | AID 588590
Target sequence (Q9UNA4 whole entry, looked up): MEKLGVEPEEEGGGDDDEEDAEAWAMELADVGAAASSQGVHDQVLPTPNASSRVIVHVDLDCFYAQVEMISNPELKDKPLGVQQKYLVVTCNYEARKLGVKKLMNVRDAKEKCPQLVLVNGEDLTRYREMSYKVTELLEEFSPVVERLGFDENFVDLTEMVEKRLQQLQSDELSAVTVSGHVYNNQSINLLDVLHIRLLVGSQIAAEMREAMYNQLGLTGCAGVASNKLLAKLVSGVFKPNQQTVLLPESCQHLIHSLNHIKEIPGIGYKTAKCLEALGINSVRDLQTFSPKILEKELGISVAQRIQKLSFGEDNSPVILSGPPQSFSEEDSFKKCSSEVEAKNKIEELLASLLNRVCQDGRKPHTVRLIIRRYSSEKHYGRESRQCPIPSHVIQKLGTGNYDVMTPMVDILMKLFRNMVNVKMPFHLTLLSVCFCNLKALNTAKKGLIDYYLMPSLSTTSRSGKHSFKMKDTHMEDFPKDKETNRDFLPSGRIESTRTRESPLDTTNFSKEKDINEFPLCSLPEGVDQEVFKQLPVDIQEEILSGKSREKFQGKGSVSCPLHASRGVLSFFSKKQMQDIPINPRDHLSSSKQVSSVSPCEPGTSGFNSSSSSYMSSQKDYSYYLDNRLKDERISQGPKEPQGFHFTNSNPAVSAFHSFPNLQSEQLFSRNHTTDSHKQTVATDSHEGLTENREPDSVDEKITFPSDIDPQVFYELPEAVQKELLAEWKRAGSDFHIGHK
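Fluorescent replication assay read twice, at 0 min and 10 min after adding 50 nM (final) substrate. Enzyme (10 nM) and compounds were first incubated 15 min at room temperature; enzyme-free buffer wells were negative controls.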
Pol kappa inh: inhibitors of human DNA polymerase kappa. Potency, µM (series often up to 107 µM), for inactives: at the highest dose activity, negative = inhibition, actives largely listed as inhibitors. purified Pol kappa, fluorescent DNA synthesis assay, 10 min. 400,000 compounds, 0.53% hits. Q9UBT6; note: % is set by controls: 0 for no effect and ±100 for the full control effect
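Fluorescent qHTS in 1536-well format: enzyme (10 nM) and compound sat 15 min at room temperature before 50 nM substrate (final) was added. Signal taken at 0 and 10 min; no-enzyme buffer wells were negative controls.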
Numbers without * were called inactive; u = inconclusive; & = joins results of further samples; [ ] = another dose, or the depositor's remark. Calls come from the whole dose curve; as a rule, active = well fitted inhibition curve with a large enough effect; inconclusive = small, poorly fitted or top-dose-only effect, or another doubt; inactive = no such curve, though single readings can be large or run the other way. Potency is the fitted concentration of half-maximal effect.

cpd | Pol kappa inh | POLI inh | structure
1 | -37% | -13% | COc1ccc(/C=C/c2ccc3ccccc3n2)cc1OC
2 | -32% | -7% | O=C1Cc2ccccc2C1=C1C=c2ccccc2=C1
3 | 6% | -3% | Clc1ccc(-c2csc3ncnc(Sc4nnnn4-c4ccccc4)c23)cc1
4 | 7% | 47%[activator] | c1ccc(Cn2nnc3c(N4CCCCC4)ncnc32)cc1
5 | -3% | 2% | OCC(O)C[n+]1cccc(Br)c1 (stereo unspecified)
6 | -17% | -3% | CCC(C)c1ccccc1OCCn1c(CCNC(=O)C2CCCCC2)nc2ccccc21 (stereo unspecified)
7 | u | u | Cc1[nH]c2ccccc2c1C(=O)CN(C)c1ccccc1
8 | 10% | -15% | O=S(=O)(NCCc1cn(S(=O)(=O)c2ccccc2)c2ccccc12)c1ccccc1
9 | 0% | 17% | COc1ccc(/C=C/c2nccc3ccccc23)cc1OC
10 | -13% | -2% | Ic1ccc(/C=C2\C=Cc3ccccc32)cc1
11 | -19% | 70%[activator] | N#CC[n+]1cccc(Br)c1
12 | -10% | 2% | O=S(=O)(c1ccc2ncccc2c1)N1CCN(c2nc(-c3cccs3)nc3ccccc23)CC1
13 | -2% | -10% | C(=Nc1cnc2ccccc2c1)c1ccc2ccccc2n1
14 | -14% | -2% | CCCCC(Sc1ccc2nnc(-c3ccccn3)n2n1)C(=O)O (stereo unspecified)
15 | -5% | 11% | C=CCn1c(SCC#N)nc2ccc(Cl)cc2c1=O
16 | 4% | -13% | OC(CN1C=CCc2ccccc21)c1ccc(Cl)cc1Cl (stereo unspecified)
17 | 9% | -19% | O=C(COc1ccccc1C(=O)Nc1cccnc1)Nc1ccc(Br)cc1
18 | -15% | -8% | Cc1[nH]c2ccccc2c1/C=C/c1ccc2ccccc2n1
19 | -11% | -9% | CCNc1nc(C#N)nc(Nc2ccccc2)n1
20 | 5% | 37%[activator] | COc1cc2nc(C#Cc3nc4cc(OC)c(OC)cc4[nH]3)[nH]c2cc1OC

Overlap with the part before: 2 entries, followed by the next part.
cpd | Pol kappa inh | POLI inh | structure
19 | -11% | -9% | CCNc1nc(C#N)nc(Nc2ccccc2)n1
20 | 5% | 37%[activator] | COc1cc2nc(C#Cc3nc4cc(OC)c(OC)cc4[nH]3)[nH]c2cc1OC
21 | -22% | 45%[activator] | Cc1cccc2[nH]cc(/C=C3/C=Nc4ccccc43)c12
22 | -8% | u | CCNC(=O)N1CCN(/[N+]([O-])=N/Oc2ccc([N+](=O)[O-])cc2[N+](=O)[O-])CC1
23 | -6% | 19% | Cn1c(SCc2ccc(Cl)cc2)nnc1-c1ccc(NC(=O)CCc2ccccc2)cc1
24 | -43% | -5% | COc1ccc(-c2nc3ccccc3o2)cc1NC(=O)COc1ccc(C)cc1
25 | 2% | 58%[activator] | Cc1ccc(-c2nc3cccc(C)n3c2Nc2ccc(F)cc2)o1
26 | -13% | -14% | CN(C)c1ccc(/C=N\Nc2ccc([N+](=O)[O-])cc2[N+](=O)[O-])cc1Cl
27 | 3% | 0% | O=C(COc1ccccc1C(=O)Nc1ccccc1)Nc1cccc(Cl)c1
28 | -27% | 26% | CC[C@@H]1[C@H]2CCCC(=O)N3CC[C@@H](C[C@@H]1OC(=O)Nc1ccc4c(c1)OCO4)[C@@H]23
29 | u | u | C=C(/C=C/c1ccc(N(C)C)cc1)c1nc2ccccc2s1
30 | 0% | 55%[activator] | Cc1ccc2[nH]cc(C(O)c3c[nH]c4ccc(C)cc34)c2c1
31 | u | u | COc1ccc(CN2CC[C@H]3C=CC[C@@H](C(=O)NCc4cccnc4)[C@H]3C2=O)cc1OC
32 | -16% | 1% | CN(C)c1ccc(N=Nc2ccc(S(=O)(=O)O)cc2)cc1
33 | 19% | 14% | CCCCNC(=O)[C@@H]1CC=C[C@@H]2CCN(Cc3ccc(OC)c(OC)c3)C(=O)[C@@H]21
34 | u | u | CC(=O)c1nnn(-c2nc(C#N)nc(N3CCOCC3)n2)c1C
35 | -5% | -2% | CCOC(=O)c1ccccc1S(=O)(=O)N1CCN(c2nc(-c3cccs3)nc3ccccc23)CC1
36 | -1% | -20% | CCc1ccc2oc(-c3ccc(C)c(NC(=O)COc4ccccc4Cl)c3)nc2c1
37 | -7% | 10% | CN(C)c1ccc(C=O)cc1[N+](=O)[O-]
38 | -16% | -24% | O=c1[nH]c(=S)[nH]c2nc[nH]c12
39 | -4% | -29% | O=CNc1ccc(/C=C/c2ccnc3ccccc23)cc1
40 | -20% | 11% | CN(C)c1ccc(/C=C2\C=Cc3ccccc32)cc1[N+](=O)[O-]

Full records, looked up by structure. Values in the order: Pol kappa inh, POLI inh
Listed for CN(C)c1ccc(/C=C2\C=Cc3ccccc32)cc1[N+](=O)[O-] : -20%, 11%
Listed for CCc1ccc2oc(-c3ccc(C)c(NC(=O)COc4ccccc4Cl)c3)nc2c1 : -1%, -20%
Listed for CC(=O)c1nnn(-c2nc(C#N)nc(N3CCOCC3)n2)c1C : u, u
Listed for O=C1Cc2ccccc2C1=C1C=c2ccccc2=C1 : -32%, -7%
Listed for N#CC[n+]1cccc(Br)c1 : -19%, 70%[activator]

The list continues:
cpd | Pol kappa inh | POLI inh | structure
41 | -5% | 0% | Nc1[nH]c(=O)nc2nnsc12
42 | -3% | u | Cc1ccc(S(=O)(=O)N2CCN(c3nc(-n4cccn4)nc4ccccc34)CC2)cc1
43 | 10% | 6% | Cc1c(CCO)sc[n+]1CCc1ccccc1
44 | -27% | 6% | CN(C)c1ccc(-c2ccc3ccccc3n2)cc1
45 | 5% | -23% | Cc1ccc(-c2nc3ccccc3o2)cc1NC(=O)COc1ccccc1C
46 | u | u | Cc1cc(C)nc(N/C=C(\C#N)C(=O)c2cccc(CSc3ccccc3)c2)n1
47 | 2% | u | Cc1ccccc1OCC(=O)Nc1cc(C)c(O)c(-c2nc3ccccc3o2)c1
48 | -8% | -7% | CC(Nc1nc(Cl)nc2nc[nH]c12)c1ccccc1 (stereo unspecified)
49 | -19% | -1% | Cc1sc(N)nc1-c1cccc([N+](=O)[O-])c1
50 | -16% | -5% | Cc1ccc(SC2=NS(=O)(=O)c3ccccc32)c(C)c1
51 | 9% | -4% | CCCC[n+]1c(C)ccc2ccccc21
52 | -8% | 25% | CN(C)/[N+]([O-])=N/Oc1ccc([N+](=O)[O-])cc1C(F)(F)F
53 | -13% | u | Cc1ccc2ccc3c(c2n1)NS(=O)(=O)c1ccc(C(F)(F)F)cc1-3
54 | -2% | 21% | O=C(Cc1ccc(F)cc1)NO
55 | -46% | u | O=C(O)CCc1c2ccc(=O)c(O)c-2oc2c(O)c(O)ccc12
56 | -10% | -1% | O=C(C[N+]12CN3CN(CN(C3)C1)C2)c1ccc(I)cc1
57 | -1% | u | Cc1ccc2oc(-c3ccc(C)c(NC(=O)COc4ccc(Cl)cc4C)c3)nc2c1
58 | -1% | 13% | CN(C)c1ccc(C(=C2c3ccccc3-c3ccccc32)c2ccc(N(C)C)cc2)cc1
59 | u | u | Cc1cc(/C=C/c2ccnc3ccccc23)ccc1N
60 | -20% | 14% | COc1cc2[nH]c(C)c(CCN3CCN(c4ccccc4)CC3)c2cc1OC
61 | 10% | -16% | Clc1ccc[n+](CCCCC[n+]2cccc(Cl)c2)c1
62 | -4% | 32%[activator] | Cc1cccc(C(=O)NCC(=O)OCC(=O)c2ccc3ccccc3c2)c1
63 | -15% | 5% | CO[C@H]1/C=C\O[C@@]2(C)Oc3c(C)c(O)c4c(O)c(c(C=NN5CCN(C6CCCC6)CC5)c(O)c4c3C2=O)NC(=O)C(C)=CC=C[C@H](C)[C@H](O)[C@@H](C)[C@@H](O)[C@@H](C)[C@H](OC(C)=O)[C@H]1C
64 | -19% | 47%[activator] | O=C(Cc1ccc(-c2ccccc2)cc1)NO
65 | 2% | 2% | Cn1cc(/C=C/c2ccc3ccccc3n2)c2ccccc21
66 | -3% | 0% | COc1ccc(Cn2nnnc2C(c2ccccc2)N2CCN(c3ccccc3)CC2)cc1 (stereo unspecified)
67 | -12%&-4% | -10%&-9% | CCOc1ccc(-c2nn3c(-c4cc(-c5ccccc5)n[nH]4)nnc3s2)cc1
68 | -16% | 25µM* | COc1ccc(C2Nc3ccccc3C(=O)N2Cc2ccco2)cc1COc1c(C)cccc1C (stereo unspecified)
69 | 0% | u | CCN(CC)C(=O)N1CCN(/[N+]([O-])=N/Oc2ccc([N+](=O)[O-])cc2[N+](=O)[O-])CC1
70 | -19% | -10% | COc1ccc(C(=O)C[n+]2cc(Br)cc3ccccc32)cc1
71 | 3% | 21% | CCOC(=O)CNC(=O)C1CCCCC1
72 | -3% | 4% | COc1cccc(NC(=O)c2ccccc2OCC(=O)Nc2ccc(Br)cc2)c1
73 | -10% | 52%[activator] | O=C1C[C@H]2C=CCc3cccc(c32)CN1Cc1ccc(F)cc1
74 | -9% | 30% | Oc1ccc(N2CCN(C(c3ccc(Cl)cc3)c3nnnn3Cc3ccc(F)cc3)CC2)cc1 (stereo unspecified)
75 | -14% | 24% | CC(I)CCC(C)[n+]1cccc(I)c1 (stereo unspecified)
76 | -54% | u | O=C(O)CCc1ccc2ccccc2c1
77 | -7% | -12% | CCCN1C(=O)c2ccccc2NC1c1ccc(OC)c(COc2cccc(OC)c2)c1 (stereo unspecified)
78 | 1% | 27% | O=C1CC(c2ccccc2)Cc2[nH]c(=O)c(C(=O)O)cc21 (stereo unspecified)
79 | -3% | u | COc1ccccc1C1NC(c2ccc3c(c2)OCO3)=CC(c2cc(Cl)ccc2O)N1 (stereo unspecified)
80 | -13% | u | O=C(NNc1ccccc1)c1sc2ccccc2c1Cl

Fetched by compound from the list above, five records:
cpd | Pol kappa inh | POLI inh | structure
64 | -19% | 47%[activator] | O=C(Cc1ccc(-c2ccccc2)cc1)NO
80 | -13% | u | O=C(NNc1ccccc1)c1sc2ccccc2c1Cl
74 | -9% | 30% | Oc1ccc(N2CCN(C(c3ccc(Cl)cc3)c3nnnn3Cc3ccc(F)cc3)CC2)cc1 (stereo unspecified)
73 | -10% | 52%[activator] | O=C1C[C@H]2C=CCc3cccc(c32)CN1Cc1ccc(F)cc1
72 | -3% | 4% | COc1cccc(NC(=O)c2ccccc2OCC(=O)Nc2ccc(Br)cc2)c1

Following part
cpd | Pol kappa inh | POLI inh | structure
81 | -13% | 1% | O=C1CCC[C@@H]2C[C@@]3(C[C@@H]4CCN1[C@H]24)Nc1cc([N+](=O)[O-])ccc1NC3=NCc1ccccc1
82 | -16% | -2% | O=C(O[C@H]1[C@H](Cc2ccccc2)NS(=O)(=O)[C@H]2CC3C=C[C@]12O3)c1ccc(Br)cc1
83 | -11% | 38% | CN1CCN(c2oc(-c3ccc(OCc4ccc(Cl)cc4)cc3)nc2C#N)CC1
84 | -20% | 4% | CCCN1CNc2c(c(=O)[nH]c(=S)n2CCc2cc(OC)cc(OC)c2)C1
85 | -9% | 4% | CN(C)c1ccc(/C=C/c2ccnc3c(O)cccc23)cc1
86 | -6% | 10% | O=C(Cc1ccc[nH]c1=O)c1ccc(F)cc1
87 | -5% | 46%[activator] | Cc1ccnc2c(N)cccc12
88 | 1% | u | CCSC(=O)N1CCN(/[N+]([O-])=N/Oc2ccc([N+](=O)[O-])cc2[N+](=O)[O-])CC1
89 | -2% | u | CCN(C)c1ccc(/C=C/c2ccnc3ccccc23)cc1
90 | -28% | 6% | COc1ccc2c(c1)c(C(=O)CN(C)C)c(C)n2C
91 | -4% | 9% | COc1cc(OC)cc(C(=O)N(Cc2ccco2)Cc2cccs2)c1
92 | -5% | 12% | NC(=O)C(OC(=O)CNC(=O)C1CCCCC1)c1ccccc1 (stereo unspecified)
93 | -10% | -5% | CC(C)c1cccc(NC(=O)COC(=O)c2ccccc2OCc2cccc(Br)c2)c1
94 | -14% | 0% | Cc1ccc(Nc2nc(NCc3ccco3)nc3nccnc23)cc1C

Grouped by structure, the entries above containing a furan ring, fused or not (4)
cpd | Pol kappa inh | POLI inh | structure
25 | 2% | 58%[activator] | Cc1ccc(-c2nc3cccc(C)n3c2Nc2ccc(F)cc2)o1
68 | -16% | 25µM* | COc1ccc(C2Nc3ccccc3C(=O)N2Cc2ccco2)cc1COc1c(C)cccc1C (stereo unspecified)
91 | -4% | 9% | COc1cc(OC)cc(C(=O)N(Cc2ccco2)Cc2cccs2)c1
94 | -14% | 0% | Cc1ccc(Nc2nc(NCc3ccco3)nc3nccnc23)cc1C

Screening results from PubChem.

This is a subset (hit frequency here may not be typical).
